# AID inh – activation induced cytidine deaminase inhibition; AID deamination FRET fluorescence, UDG-coupled, 4 h; Potency, µM (titrated, usually from 115 µM), inactives show at the top dose activity change, negative = inhibition, actives largely listed as inhibitors; 91,000 compounds, 0.32% hits; also: nearly all actives have a fitted effect of over 25% in size
# Target sequence (Q9GZX7 whole entry, looked up): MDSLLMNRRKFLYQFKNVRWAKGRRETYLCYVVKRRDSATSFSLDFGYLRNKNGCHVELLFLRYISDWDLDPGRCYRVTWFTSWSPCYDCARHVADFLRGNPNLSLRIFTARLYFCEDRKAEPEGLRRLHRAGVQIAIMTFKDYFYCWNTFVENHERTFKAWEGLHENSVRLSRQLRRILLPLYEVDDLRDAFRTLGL
# UDG counter – counter-screen for AID inhibitors: uracil-DNA glycosylase inhibition. FRET deamination/UDG coupled assay, UDG read, 4 h. Potency, µM (doses to about 115 µM), for inactives: at the highest dose activity change, negative = inhibition, hits mostly inhibitors. 91,000 compounds, 0.14% hits; also: nearly all actives have a fitted effect of over 65% in size
# An asterisk follows results filed as active; ? = inconclusive; [ ] = another dose, or the depositor's remark. Calls follow the shape of the dose curve; as a rule, active = well fitted curve in the direction sought with a large enough effect; inconclusive = small, poorly fitted or top-dose-only effect, or another doubt; inactive = no such curve, though single readings can be large; an effect the other way counts as inactive or inconclusive. % is scaled to controls: 0 for no effect and ±100 for the full control effect; potency is read from the fitted curve at half-maximal effect. These rows are one share of the data; rates above refer to the full screens.
SMILES,AID inh,UDG counter
Cc1cccc(C(=O)Oc2cccc(Br)c2)c1C,2%,8%
CCc1cccc(N2C(=O)CSC23C(=O)N(Cc2ccccc2F)c2ccccc23)c1 (configuration not stated),?,-7%
O=S(=O)(Nc1nc2ccccc2nc1N1CCCCC1)c1cc(Cl)ccc1Cl,3%,3%
CCN(CC)S(=O)(=O)c1ccc(C)c(NC(=S)Nc2cc(S(=O)(=O)N(CC)CC)ccc2C)c1,-3%,7%
CC(C)(C)C(=O)/C=c1/[nH]c(=O)/c(=C/c2ccccc2F)s1,5%,5%
O=c1[nH]c2cc3c(cc2c(=O)n1Cc1nc(-c2ccc(C(F)(F)F)cc2)no1)OCO3,-6%,18%
COC(=O)c1ccc(Oc2c(C)oc3cc(OC(=O)c4ccco4)ccc3c2=O)cc1,-14%,-2%
CCCNC(=O)Cn1nc(C)c2c(C)n(-c3ccccc3)nc2c1=O,-9%,-4%
Cc1sc2ncn(CC(=O)N3CCN(c4ccc(Cl)cc4)CC3)c(=O)c2c1S(=O)(=O)N1CCN(c2ncccn2)CC1,-20%,-17%
N#Cc1ccc(/C=N/Nc2ccc(S(N)(=O)=O)cc2[N+](=O)[O-])cc1,-3%,-7%
CCc1cc2c(=O)c(-c3cnn(-c4ccccc4)c3)c(C(F)(F)F)oc2cc1O,10%,5%
Cc1cc(C)n(C(=O)c2ccc(S(=O)(=O)N3CCOCC3)cc2)n1,4%,2%
Cc1ccc(CNC(=O)CSc2ncc3c(n2)-c2ccc(Cl)cc2N(Cc2ccccc2)S3(=O)=O)cc1,21%,0%
COc1cccc(C2=C(C(C)=O)Sc3nnc(C4CCCCC4)n3N2C(C)=O)c1,96%[activator],1%
CC(C)COc1nc2ccccc2nc1C(C#N)C(=O)NC1CCCCC1 (configuration not stated),2%,3%
CCCN(CCO)CC(=O)NC(CC)CC,2%,-2%
CCCCN(CC)C(=O)CCn1c(=O)c2cccn2c2cccnc21,-14%,5%
CCCCn1nc(C(=O)Nc2ccc(Br)cc2)c2ccccc2c1=O,-6%,-2%
COc1ccc(CCOC(=O)Cc2coc3cc(C)c(C)cc23)cc1,-3%,-3%
O=C(CSc1n[nH]c(-c2ccccc2)n1)NCCCc1ccccc1,5%,85%[activator]
Cc1cccc(-n2c(=O)c3c(c4cc(C)ccc4n3C)n(CC(=O)Nc3ccccc3Cl)c2=O)c1,?,-2%
OC(c1ccccc1)(c1ccccc1)C1CCN(Cc2cccc(OCc3ccccc3)c2)CC1,-26%,-17%
Cc1cc(C)cc(OCc2cc(=O)n3c4c(sc3n2)CCCC4)c1,13%,9%
Cc1ccc(CCNC(=O)c2ccc3c(c2)N(Cc2ccc(F)cc2)CCS3)cc1,-7%,1%
Cc1ccc(NC(=O)Cc2nc(CSc3nncn3-c3ccccc3C)cs2)cc1,5%,-17%
CCOC(=O)c1cnc2ccc(OC(F)(F)F)cc2c1Nc1ccccc1C(=O)O,-23%,-9%
CCn1nc(C(=O)OCC(=O)c2c[nH]c3ccccc23)c2ccccc2c1=O,1%,3%
CSc1ccc(/C=C2\COc3ccccc3C2=O)cc1,-13%,7%
Cc1cccc(C)c1OCc1cc(=O)n2c3c(sc2n1)CCCC3,?,-15%
CNS(=O)(=O)c1ccc(NC(=O)c2cc3ccccc3oc2=O)cc1,9%,13%
Cc1ccc2oc(C(=O)Nc3ccc(S(=O)(=O)N4CCCCC4C)cc3)cc(=O)c2c1 (configuration not stated),-13%,0%
O=C(NCCCCc1ccccc1)c1ccc(C(=O)NCCCCc2ccccc2)cc1,2%,4%
CSc1nc(-c2ccccc2Cl)nc2c1Cc1c(CO)cnc(C)c1O2,?,-3%
CC(C)C(C(=O)NC(C)C1CC2CCC1C2)c1ccc(Cl)cc1 (configuration not stated),-1%,1%
CC(=O)Nc1ccc(C)cc1S(=O)(=O)n1cc2c(=O)n(C)c(=O)n(C)c2n1,-7%,5%
CCOCCCNC(=O)c1ccc(C#N)cc1,-5%,-3%
COc1ccc(S(=O)(=O)N2CCC(Oc3cccc(C(F)(F)F)c3)CC2)cc1OC,12%,6%[57.5 µM]
O=c1c2oc3ccccc3c2n(Cc2ccccc2F)c(=O)n1Cc1ccc2c(c1)OCO2,1%,4%
CCC1CCc2c(sc(NC(=O)/C=C/c3ccc(C(C)(C)C)cc3)c2C#N)C1 (configuration not stated),4%,-4%
CC1CCCCN1Cc1c(O)ccc2c(=O)c(-c3cccc(Cl)c3)c(C(F)(F)F)oc12 (configuration not stated),9%,11%
COc1ccccc1C(=O)N1CCN(c2oc(-c3ccccc3OC)nc2C#N)CC1,-4%,13%
CCOc1ccc2c(c1)c(=O)c(C(=O)c1ccccc1)cn2Cc1ccccc1F,?,-1%
COC(=O)c1ccc(COC(=O)C23CC4CC(CC(O)(C4)C2)C3)cc1,-12%,-16%
CCc1cccc(C)c1Nc1c(-c2ccccc2)nc2cnccn12,-18%,-6%
O=c1oc(-c2ccccc2)cc(-c2ccccc2)c1-c1ccccc1,3%,14%
COc1ccccc1NC(=O)CN1C(=O)C(C)(C)c2ccccc21,16%[57.5 µM],-7%[57.5 µM]
CNC(=O)c1ccc(-c2nc(CN3CCN(C(=O)Nc4ccccc4)CC3)c(C)o2)cc1,-3%,-2%
CCOc1ccccc1N(CC(=O)N1CCc2ccccc2C1)S(=O)(=O)c1ccccc1,-27%,-2%
Cc1ccc(C(C)C)c(OCCCCN(C)C)c1,0%,3%
O=C1SC(Nc2ccc(Cl)cc2)C(=O)N1Cc1ccccc1 (configuration not stated),4%,1%
CCN1CCN(c2ccccc2NC(=O)c2ccc(NC(=O)c3ccco3)s2)CC1,2%,-5%
CC(=O)NCCNC(=O)Cc1nc(-c2ccccc2)oc1C,-5%,2%
Cc1ccc(-c2nc3ccccc3s2)cc1NC(=O)COc1ccccc1,11%,-6%
CCCn1c(=NC(=O)c2cc3ccccc3o2)c(C(=O)OCC)cc2c(=O)n3ccccc3nc21,0%,-16%
COc1ccc(-c2cn3c(C)c(C(=O)Nc4cc(C)cc(C)c4)sc3n2)cc1,2%,5%
COc1ccc2c(CC(=O)OCc3cc(Cl)c4c(c3)OCCO4)coc2c1,-14%,-4%
COc1ccc(-n2ncc3c2ncn2nc(COc4ccc(Cl)cc4)nc32)cc1,?,-25%
CC1(C2CC2)NC(=O)N(CC(=O)Nc2cnc3ccccc3c2)C1=O (configuration not stated),1%,-6%
CC(C)(C)NC(=O)c1cccc(NC(=O)c2ccc(Cl)c(Cl)c2)c1,-4%,-7%
O=C(NCCSC1CCCC1)c1ccncc1,-11%,1%
# Remaining list, next part
SMILES,AID inh,UDG counter
COC(=O)c1sccc1S(=O)(=O)N1CCN(c2ccc(C)cc2C)CC1,14%,-13%
CC(Sc1ncnc2ccccc12)C(=O)Nc1ccc(Cl)cc1Cl (configuration not stated),-8%,0%
N#CC(C(=O)C1=Cc2ccccc2OC1)c1nc2ccccc2[nH]1 (configuration not stated),17%,-4%
c1cc(CNC2C3CC4CC(C3)CC2C4)cs1 (configuration not stated),-5%,6%
CC1CCCCC1NC(=O)/C=C/c1cccc(C#N)c1 (configuration not stated),-1%,3%
CCCCn1c(=O)[nH]c(=O)c2c(C(=O)OCC)cc(-c3ccccn3)nc21,3%,9%
Cc1c(C#N)c(NC(=O)CSc2nnnn2CC2CCCO2)n(C2CCCC2)c1C (configuration not stated),-5%,-7%
O=C(Nc1cc2c(cc1C(=O)c1ccccc1Cl)OCCO2)c1ccc(Br)cc1,0%,-1%[57.5 µM]
CCCN(CCC)C(=O)/C=C/c1csc(C)n1,-9%,-12%
O=C(CN1CCCN(Cc2ccccc2F)S1(=O)=O)Nc1ccc(F)c(Cl)c1,-16%,25%
CCCCN(Cc1ccccc1)c1ccc(NS(=O)(=O)c2cccc(F)c2)cc1C(=O)O,-6%,2%
CC[n+]1c(C)ccc2cc(C)ccc21,38%[activator],0%
O=C(OC1CCCCC1)c1nn(-c2ccccc2)c(=O)c2ccccc12,-3%,7%
COc1cc(/C=C(/C#N)C(=O)c2ccccc2)ccc1OC(F)F,-3%,3%
CCc1cc(=O)oc2cc(C)c3c(-c4ccc(F)cc4)coc3c12,19%,38%[activator]
OCc1cccc(Nc2ncnc3c2oc2ccccc23)c1,-7%,3%
COc1c(Cl)cc(Cl)cc1/C=C(\C#N)c1nc2ccccc2[nH]1,31%[activator],11%
O=C(c1ccco1)N1CCN(c2nc3ccc(Cl)cc3s2)CC1,-26%,-3%
CCCOC(=O)c1cccc(NC(=O)c2c(-c3ccccc3Cl)noc2C)c1,9%,-5%
COc1ccc(/C=C(/C#N)c2nc(-c3ccc(-c4ccccc4)cc3)cs2)cc1OC,-19%,-25%
Cc1ccc2c(=O)cc(C(=O)Nc3ccc(S(=O)(=O)N4CCCC(C)C4)cc3)oc2c1C (configuration not stated),-13%,-20%[57.5 µM]
CCN(CC)c1sc(S(=O)(=O)c2ccc(C)cc2)nc1S(=O)(=O)c1ccc(C)cc1,-10%,-7%
Cc1cccc(C)c1NC(=O)CCSCCc1ccccn1,14%,7%
Cc1nnc(C)n1-c1ccc(C(=O)Nc2cccc(Br)c2)cc1,9%[57.5 µM],0%[57.5 µM]
Cc1c(O)ccc2c(CN3CCN(c4ccccc4)CC3)cc(=O)oc12,3%,1%
COc1ccccc1N1CCN(CC(=O)c2cc(C)n(C3CCS(=O)(=O)C3)c2C)CC1 (configuration not stated),7%,7%
CN(Cc1ccccc1)c1nc2c(S(=O)(=O)c3cccc(Cl)c3)nnn2c2ccsc12,?,-14%
CCOC(=O)c1ccc(NC(=O)CCc2c(C)nc3c(-c4ccc(F)cc4)c(C)nn3c2C)cc1,9%,-2%
Cc1cc(C)c(NC(=O)CSc2cn(CC(=O)N3CCOCC3)c3ccccc23)c(C)c1,37%[activator],-5%
CCNc1c(NC(=O)Nc2cc(OC)cc(OC)c2)c(=O)oc2ccccc12,-11%,28%
COc1ccc(C2c3c(oc4ccc(F)cc4c3=O)C(=O)N2Cc2ccc3c(c2)OCO3)cc1 (configuration not stated),3%,11%
CCCN(C(=O)c1cc2c(=O)oc3ccccc3c2s1)c1ccc(CC)cc1,1%,5%
CC1CCc2c(sc(NC(=O)CCCOc3ccc(C(C)(C)C)cc3)c2C(N)=O)C1 (configuration not stated),13%,-29%
COc1ccc(Cl)cc1NC(=O)CCn1nc(-c2cccs2)oc1=O,35%[activator],9%
O=S(=O)(Nc1nc2ccccc2nc1Nc1cccc(F)c1)c1cccc2nsnc12,-6%,0%
Cc1cc(C)n(-c2nc(C)c(C)c(=O)n2CC(=O)Nc2cccc([N+](=O)[O-])c2)n1,-10%,-11%
CCn1c(C(=O)NCc2ccccc2)cc2sc(Cl)cc21,?,-15%
Cc1c2occ(C(C)(C)C)c2cc2c3c(/c(=N\O)oc12)CCCC3,-13%,-8%
O=C(NCC#Cc1ccccc1)C1CCN(C(=O)/C=C/c2ccccc2)CC1,-4%,-8%
O=C(O)/C=C/c1ccccn1,1%,-3%
Cc1ccc(C2CCCN2C(=O)CSc2nnnn2C2CC2)cc1 (configuration not stated),5%,1%
CC(=O)N1c2ccc(S(=O)(=O)NCc3ccccc3Cl)cc2CC1C (configuration not stated),-1%,2%
COc1ccc(-c2nc3ccccc3o2)cc1NC(=O)c1ccc(-c2ccc(C)c(Cl)c2)o1,26%,-28%
CCOc1ccc(C(=O)c2cnc3ccc(Cl)cc3c2S(=O)(=O)c2ccc(C)cc2)cc1,-45%,-10%
CCN1CCCC1CNC(=O)CC(C)C (configuration not stated),-3%,-13%
CCCCOc1ccc2c(C)c(C)c(=O)oc2c1,-4%,-4%
O=C(Nc1ccc(-n2cccn2)c(F)c1)C1CCN(C(=O)c2ccco2)CC1,-5%,2%
O=C(CCl)N(Cc1ccsc1)C1CC1,-4%,-2%
CC(CNC(=O)c1ccc2c(c1)nc1n2CCCCC1)c1ccccc1 (configuration not stated),-7%,-1%
COc1cccc(C(=O)CN2CCN(S(=O)(=O)c3ccc(Cl)cc3)CC2)c1,231%[activator],12%
Cc1ccc(Nc2nc3ccccc3c3nncn23)c(Cl)c1,2%,-28%
Cc1ccc(-c2nn(CC(=O)Nc3cccc(C(F)(F)F)c3)c(=O)c3ccccc23)cc1,7%,0%
Cc1ccc(C)c(N2CCN(C(=O)c3nn(C)c4c3CS(=O)(=O)c3ccccc3-4)CC2)c1,?,-10%
O=C(CCNS(=O)(=O)c1ccc2c(c1)CCN2C(=O)C1CC1)Nc1ccc(F)cc1F,6%,1%

# Screens deposited in PubChem BioAssay by National Center for Advancing Translational Sciences (NCATS).
